# Bioassay records deposited in PubChem BioAssay by Sanford-Burnham Center for Chemical Genomics.
# SENP8 block-1: blocks human SENP8 cleavage of Nedd8 substrate. Q96LD8. recombinant SENP8, Nedd8 substrate fluorescence. inhibition, % at 20 µM. hit rate 0.64% among 360,000. AID 602440; in the data active = inhibition mostly above about 40%, no sharp cut-off; inactive = mostly below about 27%
# Target sequence (Q96LD8 whole entry, looked up): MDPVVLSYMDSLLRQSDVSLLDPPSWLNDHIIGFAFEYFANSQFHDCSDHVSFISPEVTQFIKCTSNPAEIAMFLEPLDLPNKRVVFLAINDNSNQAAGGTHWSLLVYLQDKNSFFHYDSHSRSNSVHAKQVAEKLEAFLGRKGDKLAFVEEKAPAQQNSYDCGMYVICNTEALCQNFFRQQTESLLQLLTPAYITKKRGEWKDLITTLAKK
# SENP6 inh: blocks the human protease SENP6; Q9GZR1; Recombinant SENP6 catalytic domain, aminoluciferin luminescence; inhibition, % at 10 µM; hit rate 1.8% among 330,000;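 active = inhibition above about 50% at the single tested dose, limit read from the data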;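 note: plate controls were DMSO wells with enzyme for no effect and DMSO wells lacking enzyme for full effect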
# Target sequence (Q9GZR1 628-1112 limits assumed): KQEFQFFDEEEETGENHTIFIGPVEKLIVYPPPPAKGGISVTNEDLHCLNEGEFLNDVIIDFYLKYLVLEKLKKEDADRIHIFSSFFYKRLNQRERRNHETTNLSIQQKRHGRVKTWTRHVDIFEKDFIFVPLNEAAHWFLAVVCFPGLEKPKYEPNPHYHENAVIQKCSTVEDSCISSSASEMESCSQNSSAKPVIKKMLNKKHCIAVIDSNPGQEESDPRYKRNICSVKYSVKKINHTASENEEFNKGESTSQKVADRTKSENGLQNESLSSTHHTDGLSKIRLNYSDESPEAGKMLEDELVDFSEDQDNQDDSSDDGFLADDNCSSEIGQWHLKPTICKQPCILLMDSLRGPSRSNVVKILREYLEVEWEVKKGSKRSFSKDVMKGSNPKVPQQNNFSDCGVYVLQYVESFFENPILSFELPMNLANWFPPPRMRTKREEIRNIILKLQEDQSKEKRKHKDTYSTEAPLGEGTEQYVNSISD
# Apaf1 inhib: inhibitors of human Apaf-1 apoptosome | reconstituted apoptosome caspase-3 activity, DEVD-Rh110 fluorescence | inhibition, % at 20 µM | hit rate 0.71% among 330,000; active = inhibition of at least 40% at 20 µM;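 note: plate controls were DMSO wells for no effect and DEVD-CHO caspase inhibitor wells for full effect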
#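 Material: cell-free apoptosome with Apaf-1, procaspase-3 and caspase-9; Buffer or medium: Hepes pH 7.5 with detergent and BSA; Reagent: cytochrome c trigger plus (Z-DEVD)2-Rh110 caspase-3 substrate; Times: compound with Apaf-1, dATP, procaspase-3 30 min, then 50 min reaction, room temperature; Technique: Rh110 fluorescence intensity.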
# SENP8 block-2: inhibitors of human SENP8 protease | Q96LD8 | purified SENP8, Z-RLRGG-aminoluciferin cleavage, luminescence | inhibition, % at 10 µM | hit rate 1.2% among 330,000 | AID 2540; in the data active = inhibition above about 50%
# SENP7 inh: inhibitors of human SENP7 protease | Q9BQF6 | recombinant SENP7, Z-RLRGG-aminoluciferin luminescence, 40 min | inhibition, % at 5 µM | hit rate 1.5% among 330,000 | AID 434973;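 active = inhibition above about 50% at the single test dose, limit read from the data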;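 note: plate controls were DMSO with enzyme for no effect and no enzyme buffer wells for full effect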
# Target sequence (Q9BQF6 706-1050 limits assumed): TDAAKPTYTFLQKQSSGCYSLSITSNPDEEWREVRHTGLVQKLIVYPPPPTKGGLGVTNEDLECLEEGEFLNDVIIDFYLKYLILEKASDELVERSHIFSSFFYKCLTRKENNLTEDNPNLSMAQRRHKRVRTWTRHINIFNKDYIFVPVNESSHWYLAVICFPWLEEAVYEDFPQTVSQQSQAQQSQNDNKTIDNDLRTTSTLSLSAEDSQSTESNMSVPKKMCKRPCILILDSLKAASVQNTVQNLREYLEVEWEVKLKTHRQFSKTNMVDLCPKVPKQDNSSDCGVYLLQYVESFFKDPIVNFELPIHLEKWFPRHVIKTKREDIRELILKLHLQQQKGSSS
# PfGluPho inh: PfG6PD (Plasmodium falciparum) enzyme inhibition; PfGluPho enzyme, NADPH resazurin-diaphorase fluorescence; inhibition, % at 20 µM; hit rate 0.78% among 350,000; AID 504690;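 active = inhibition reaching at least a set limit at 20 µM in the primary screen, cut at about 59% in these data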;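 note: 0% = DMSO wells with substrate and 100% = DMSO wells lacking glucose-6-phosphate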
# SENP1 inh: blocks the human SENP1 SUMO protease catalytic domain; Q9P0U3; recombinant SENP1 catalytic domain, CyPet-SUMO1-YPet FRET cleavage; inhibition, % at 10 µM; hit rate 0.21% among 360,000;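 active = inhibition at least 30% at 10 µM, raw YFP signal under a set limit, fluorescence ratio 0.5 to 1.5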;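 note: 0% = enzyme with DMSO and 100% = no enzyme wells; some results filed as inactive read as strong as hits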
#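 Assay system – human recombinant His6-tagged SENP1 catalytic domain enzyme · Input – SENP1 enzyme, 20 pM final · Buffer or medium – Tris pH 8 buffer plus EDTA, NaCl, BME, BSA, NP40, catalase · Schedule – 50 min reaction at room temperature · Technique – FRET read of cyan and yellow fluorescence · Control set – no-enzyme wells low, DMSO-plus-enzyme wells high control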
# HKDC1 inh: blocks human hexokinase HKDC1 activity; hit rate 0.16% among 340,000; inhibition, % at 20 µM; Q2TB90; recombinant HKDC1, G6PDH/diaphorase resazurin coupled fluorescence; AID 493160;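 active = inhibition above about 35% when tested at 20 µM, limit read from the data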;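 note: plate controls were DMSO wells with enzyme for no effect and DMSO wells lacking enzyme for full effect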
#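 Test system: HK5 enzyme. Quantity: 5 µg/mL HK5 final. Reagent: glucose and ATP substrates. Schedule: 90 min reaction incubation at room temperature, dark. Technique: resazurin-to-resorufin fluorescence via G6PDH and diaphorase coupling, 525/613 nm. Control set: DMSO wells with and without enzyme mix.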
# The depositor's hits bear a star; . = no result given.
# Each structure is followed by: SENP8 block-1, SENP6 inh, Apaf1 inhib, SENP8 block-2, SENP7 inh, PfGluPho inh, SENP1 inh, HKDC1 inh
O=C(CCc1ccc(S(=O)(=O)N2CCOCC2)cc1)Nc1ccc(N2CCOCC2)cc1
→ 17, -23, 6, -7, 0, -4, 0, 7
C#CCOCCOCCOCCNc1nc(N2CCN(C(=O)CCCCCCCCCCNC(=O)[C@H]([C@@H](C)CC)n3cc(CCCCN=C(N)N)nn3)CC2)nc(N2CCN(C(=O)CCCCCCCCCCNC(=O)[C@H]([C@@H](C)CC)n3cc(CCCCN=C(N)N)nn3)CC2)n1
→ ., -62, 41*, -3, 4, ., ., .
O=[N+]([O-])c1cccc(N/N=C/c2cccc(O)c2O)c1
→ 58*, -22, 14, 2, -17, 58, 2, 12
O=C(CNC(=O)c1ccncc1)N/N=C/c1cccc([N+](=O)[O-])c1
→ 17, 7, -11, -12, 3, -2, 1, 2
Cc1cc(C)c(C#N)c(SCc2ccccc2C(=O)O)n1
→ -171, 5, 8, -11, 7, -27, 2, 8
CCCCNCCOCCOc1ccccc1-c1ccccc1
→ 10, -8, 16, 1, 3, 6, 0, -59
Oc1cccc(Nc2nc(-c3ccccc3Cl)nc3ccccc23)c1
→ -151, -3, 3, -1, 8, 11, -2, 2
CC(Sc1nnc(-c2ccc(Cl)cc2)n1N)C(=O)NCC1CCCO1 (stereo unspecified)
→ 10, 0, 4, 5, 3, 3, 2, 5
Cc1cc(C)n2nc(SCc3ccccc3)nc2n1
→ 7, 5, 1, 3, -4, -2, -2, -1
COc1cc(C2/C(=C(\O)c3ccc4c(c3)CC(C)O4)C(=O)C(=O)N2CC2CCCO2)cc(OC)c1OC (stereo unspecified)
→ 9, -5, -13, -1, 0, 14, 0, -3
O=C(CCSc1nnc(-c2ccncc2)o1)Nc1ccc(Cl)cc1
→ 11, -8, 7, 2, 1, -15, -2, 0
Cc1ccc(C)c(SCC(=O)OCC(=O)NCc2ccccc2)c1
→ 11, -8, 9, -13, 4, 5, 4, 12
CCOC(=O)C1=C(C)N=C2SC(C)C(=O)N2C1c1cccc(F)c1 (stereo unspecified)
→ 2, -19, -3, 1, 4, 21, -1, 4
Cc1ccccc1OCCn1cc(C=O)c2ccccc21
→ 7, 17, 4, -4, 5, 52, 1, -2
CS(=O)(=O)N1CCN(C(=O)CSc2ccccc2)CC1
→ 8, -7, 0, -9, -1, -14, 0, 1
COc1ccc(-c2cnnn2-c2ccc(NC(=O)c3ccc(S(=O)(=O)N4CCCCC4)cc3)cc2)cc1
→ 7, 15, 4, 8, -1, 3, 1, 0
CCNc1nc(NC(C)C)nc(N(C#N)CCOc2ccc(Cl)cc2Cl)n1
→ 22, -9, 7, 6, 3, 9, 0, -6
O=C(Nc1ccc2ccccc2n1)c1ccccc1Br
→ 0, 79*, 10, 77*, 84*, 30, -2, 0
Cc1cc(SCC(=O)NC(=O)c2cccn2C)nc2ccccc12
→ -18, -26, -30, -6, -4, 53, -8, 4
Cc1cc(Br)ccc1NC(=O)CNC(=O)CSc1n[nH]c(N)n1
→ 5, -1, 0, -11, -19, 4, 1, -3

# Rewritten as tab-separated lines: entries from further up.
mol	SENP8 block-1	SENP6 inh	Apaf1 inhib	SENP8 block-2	SENP7 inh	PfGluPho inh	SENP1 inh	HKDC1 inh
O=C(CCSc1nnc(-c2ccncc2)o1)Nc1ccc(Cl)cc1	11	-8	7	2	1	-15	-2	0
CCNc1nc(NC(C)C)nc(N(C#N)CCOc2ccc(Cl)cc2Cl)n1	22	-9	7	6	3	9	0	-6
Cc1cc(SCC(=O)NC(=O)c2cccn2C)nc2ccccc12	-18	-26	-30	-6	-4	53	-8	4
Cc1ccc(C)c(SCC(=O)OCC(=O)NCc2ccccc2)c1	11	-8	9	-13	4	5	4	12

# Continued:
# Each structure is followed by: SENP8 block-1, SENP6 inh, Apaf1 inhib, SENP8 block-2, SENP7 inh, PfGluPho inh, SENP1 inh, HKDC1 inh
COc1ccc(Br)cc1C(=O)NC(=S)Nc1ccc(Cl)c(C(=O)O)c1
→ -9, -16, 5, 0, 3, 15, -1, -3
COc1ccc(C(c2sc3nc(C)nn3c2O)N2CCC(C(N)=O)CC2)cc1OC (stereo unspecified)
→ 3, -6, 7, -7, 7, 13, -1, -5
CC(C)(C)NC(=O)CSc1nncn1NCc1ccccc1
→ 14, -12, 2, -8, -9, 9, 1, -2
O=C1NC(=Nc2ccccc2)S/C1=C\c1cccnc1
→ 1, -4, -6, -3, -13, 0, 1, 1
CC(C)(C)OC(=O)N[C@H](Cc1ccccc1)C(=O)N1CCC(C(=O)O)CC1
→ 19, -11, -12, -3, 4, -15, 1, -5
C/C=C/C(=O)OCC(=O)Nc1cc([N+](=O)[O-])ccc1Cl
→ 2, -5, -5, -11, -5, -15, 1, -2
CC12CC3CC1C(C(=O)O2)C3C(=O)O (stereo unspecified)
→ 4, ., ., ., ., -13, 1, 0
CCc1cc2cccc(C)c2nc1SCC(=O)Nc1nonc1C
→ 2, -10, 4, 3, 9, 1, -2, -5
O=Cc1c(-[n+]2ccccc2)nc([O-])n1-c1ccccc1
→ -13, -14, 8, -10, -9, -7, -13, -4
CC(C)c1cc(C(=O)NCc2cccnc2)no1
→ 6, -1, -27, -1, -9, -3, 2, -5
Cc1cc(-c2ccc(C)c(S(=O)(=O)NCCc3ccc(S(N)(=O)=O)cc3)c2)on1
→ 15, 6, -13, 1, 3, -9, 3, -2
CC(C)C(CC(=O)N1CCCCC1)C1CCOC(C)(C)C1 (stereo unspecified)
→ 13, -2, 11, 6, 8, 3, -1, 7
CCOc1ccc(NC(=O)c2ccccc2CO)cc1
→ 16, 13, 2, -16, 1, 5, -1, 1
COc1ccc2nc(C)cc(Nc3ccccc3O)c2c1
→ -7, -4, -4, 3, 6, 7, 1, -6
COc1ccccc1C(=O)NC(=O)COC(=O)CN1C(=O)NC(C)(C)C1=O
→ 14, 9, -3, -6, 2, -6, 4, -5
O=C(COc1ccc2ccc(=O)oc2c1)c1ccccc1
→ -83, -18, 2, -11, 1, 11, -6, 1
COc1ccccc1-n1c(SCC(=O)NC(C)(C)C)nnc1-c1ccco1
→ 13, -5, 4, -9, -13, 10, 3, 6
O=C(CC1Oc2ccccc2NC1=O)NC1CCCC1 (stereo unspecified)
→ 0, -6, -5, -9, -13, 2, 4, -9
CCC(=O)NCc1c(C)c(C)n(Cc2ccccc2)c1-n1cccc1
→ 7, -1, 0, 1, -2, 13, -2, -15
N#Cc1ccccc1OCC(=O)OCC(=O)NC1CCCCCC1
→ 3, 6, -6, -2, -3, 3, 7, -4
CCN1CCN(C(c2cccnc2)c2c(NC(=O)c3ccco3)sc(C)c2C)CC1 (stereo unspecified)
→ -112, -5, -3, 2, 4, -8, -4, -5
COc1cc(Cl)c(C)cc1NC(C)C(=O)Nc1cc(C(F)(F)F)ccc1N1CCOCC1 (stereo unspecified)
→ 15, -6, 19, -2, -1, 3, 1, -4
CC1CN(c2ncc(/C=N/NC(=O)c3ccccc3O)s2)CC(C)O1 (stereo unspecified)
→ -378, -7, -2, -10, -10, -2, 0, -12
CCCCN(CCCC)CCNC(=O)CN1C(=O)CSc2ccc(S(=O)(=O)N3CCCCC3)cc21
→ 14, 1, -2, -8, 4, -3, 4, -6
O=C(CSc1nc2ccccc2o1)N1CCN(S(=O)(=O)c2ccc3ccccc3c2)CC1
→ 3, -31, 19, -13, -10, 10, 0, -8
CS(=O)(=O)Nc1ccc(Oc2ncccn2)cc1
→ 6, 17, -2, 5, 3, 3, 0, -6
Cc1c(C(=O)N/N=C/c2cccs2)nnn1-c1nonc1N
→ 12, -5, 0, 0, 2, 3, -6, -4
COc1ccc(-n2ncc3c(NCc4ccccn4)ncnc32)cc1
→ -255, 7, -3, -3, 1, 13, 1, -2
CCOc1ccccc1N1CN(Cc2ccccc2)CNC1=S
→ 13, -10, 0, 4, 9, -8, 1, -4
Cc1cc(=O)oc(C)c1C(=O)NCCC(C)C
→ 19, -9, -3, -9, -9, -4, 1, -10
O=c1c(/C=N/Nc2ccccc2)c(Sc2nnnn2-c2ccccc2)nc2ccccn12
→ 0, ., ., ., ., -12, -22, -1
CCOc1ncccc1C(=O)OC(C)C(=O)Nc1ccc(N2CCOCC2)cc1 (stereo unspecified)
→ 9, 2, -2, 0, 9, 5, 2, -2
N#CCC(=O)Nc1ccc(C(=O)OCC(=O)NC2CCCc3ccccc32)cc1 (stereo unspecified)
→ -32, 2, -6, 13, 3, 2, -24, 4
CCOC(=O)c1nc(C)nc(Sc2n[nH]c(-c3ccccc3)n2)c1C
→ 8, -3, -13, -1, 3, 7, 2, 2
CCCCNC(=O)N1CCN(C(=O)c2ccco2)CC1
→ 15, 5, -4, 4, -2, -16, 0, -8
Cc1c(C(=O)NC2CCCc3ccccc32)oc2ccc(S(=O)(=O)N3CCCC3)cc12 (stereo unspecified)
→ 6, -6, 15, -3, -11, -16, -1, -2
O=C(Nc1ccnn1C1CCN(Cc2ccccc2)CC1)C1CCOC1 (stereo unspecified)
→ 6, -5, 2, -4, 4, -9, 0, -1
CCCCn1c(N)c(N(CCOC)C(=O)c2c(-c3ccccc3)noc2C)c(=O)[nH]c1=O
→ 5, -12, 0, -7, 13, 10, 0, -4
CS/C(=N\S(=O)(=O)c1ccc(Cl)cc1)c1ccccc1
→ 16, -5, -4, -5, -7, 15, 2, -4
COc1ccc(Cl)cc1NC(=O)c1ccoc1C
→ 25, -8, 3, 5, 3, 6, -3, 0
O=C(CSc1nc2cc(Cl)ccc2s1)c1cc2ccccc2o1
→ 9, -4, -7, 6, 5, 64*, -24, 0
CCC(C(=O)Nc1ccc(C(=O)O)cc1NC(=O)C(CC)c1ccccc1)c1ccccc1 (stereo unspecified)
→ 4, -61, 10, -1, 4, -13, 1, 0
O=C(CNC(=O)/C(=C\c1ccc(F)cc1)NC(=O)c1ccccc1)OCc1ccccc1
→ 4, -21, 10, -11, -7, -8, 0, -5
COc1ccc(C(=O)NC(Nc2ccc(C)cc2)C(Cl)(Cl)Cl)cc1 (stereo unspecified)
→ 8, -1, 11, 0, 3, 17, 3, 0
Cc1ccc(O)c(C(=O)c2cnc3onc(-c4ccc(F)cc4)c3c2)c1
→ -51, -6, 19, -16, -1, -3, -4, -6
Cc1cn(Cc2ccccc2Cn2cc(C)c(=O)[nH]c2=O)c(=O)[nH]c1=O
→ 19, -13, -22, 6, -10, 16, 3, 2
O=C(NCC(=O)N1CCCC(C(F)(F)F)C1)c1ccc2ccccc2c1 (stereo unspecified)
→ -2, 2, 3, 23, 0, 1, 0, -5
Nc1ccccc1Nc1c(F)c(F)nc(F)c1Cl
→ 14, -5, 14, 6, 5, 10, 3, -1
Cc1ccc(C(=O)c2ncc[nH]2)cc1
→ 12, 0, -11, 0, 5, 8, 2, -2
COc1ccc(C(=O)NC(=S)NCCc2ccccc2)cc1
→ 4, -27, 22, -12, -16, 14, 1, -7
Cc1cc(NC(=O)CSc2nc3ccsc3c(=O)n2CCCCC(=O)O)no1
→ 4, -12, -3, 4, 14, -16, 3, 0
NC(=O)NCCN1CCN(c2ncc(C(F)(F)F)cc2Cl)CC1
→ 3, 0, 1, -6, 3, 1, 4, -11
O=C(NCc1nc(-c2ccc(Cl)cc2)no1)c1ccc2c(c1)OCO2
→ 5, 4, 5, 2, 8, 1, -1, -3

# SENP7 inh: what is marked active above
structure	SENP6 inh	SENP7 inh	PfGluPho inh	SENP1 inh	HKDC1 inh
O=C(Nc1ccc2ccccc2n1)c1ccccc1Br	79*	84*	30	-2	0
